Screening data from PubChem.
EPAC2 agonist – agonists of human EPAC2 (RAPGEF4); Q8WZA2; EPAC2 activation, biochemical qHTS; response scale: 100% = 6.5 mM cAMP response; Potency, µM (titrated, usually from 154 µM), for the others: top-dose activation, hits mostly activators; 0.079% of 360,000 active; also: potency is read from the fitted curve at half-maximal effect; nearly all actives have a fitted effect of over 50% in size
Target sequence (Q8WZA2 whole entry, looked up): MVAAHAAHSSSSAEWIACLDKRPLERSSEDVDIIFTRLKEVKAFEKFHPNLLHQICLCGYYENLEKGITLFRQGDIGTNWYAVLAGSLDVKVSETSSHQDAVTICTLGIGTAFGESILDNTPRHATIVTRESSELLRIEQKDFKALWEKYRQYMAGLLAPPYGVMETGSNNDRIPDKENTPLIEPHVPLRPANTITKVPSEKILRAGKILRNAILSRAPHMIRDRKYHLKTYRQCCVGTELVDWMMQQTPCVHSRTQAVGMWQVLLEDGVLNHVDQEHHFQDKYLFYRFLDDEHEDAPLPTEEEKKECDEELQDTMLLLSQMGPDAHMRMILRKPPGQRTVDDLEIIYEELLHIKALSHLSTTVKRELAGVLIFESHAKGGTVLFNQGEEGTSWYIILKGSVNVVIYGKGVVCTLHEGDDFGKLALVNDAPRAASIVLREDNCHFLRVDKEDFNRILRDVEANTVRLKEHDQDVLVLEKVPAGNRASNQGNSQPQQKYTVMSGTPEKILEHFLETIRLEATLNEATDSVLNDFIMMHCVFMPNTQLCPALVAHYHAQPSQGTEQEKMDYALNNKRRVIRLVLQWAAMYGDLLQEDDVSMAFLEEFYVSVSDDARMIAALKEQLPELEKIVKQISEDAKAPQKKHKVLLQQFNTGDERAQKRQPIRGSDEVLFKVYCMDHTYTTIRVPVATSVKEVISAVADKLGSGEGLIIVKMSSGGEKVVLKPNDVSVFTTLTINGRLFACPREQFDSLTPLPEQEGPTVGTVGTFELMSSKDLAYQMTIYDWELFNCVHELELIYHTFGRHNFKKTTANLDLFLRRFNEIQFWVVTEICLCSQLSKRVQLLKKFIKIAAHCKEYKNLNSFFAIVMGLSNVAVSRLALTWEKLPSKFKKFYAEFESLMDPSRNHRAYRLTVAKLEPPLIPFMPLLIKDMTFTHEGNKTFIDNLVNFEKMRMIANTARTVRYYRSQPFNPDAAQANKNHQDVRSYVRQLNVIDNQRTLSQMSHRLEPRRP
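Exchange assay: 100 nM EPAC2 with 250 nM Rap1B-BODIPY-GDP and 50 uM GDP. Fluorescence (ex 480/em 540 nm) read every 5 min for 30 min at room temperature. Data normalized to 6.5 mM cAMP as agonist control.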
HepG2 tox – kills HepG2 cells in TGF-b inhibitor counter-screen; Potency, µM (doses to about 46.1 µM), for inactives: top-dose activity change, negative = cytotoxicity, actives largely listed as cytotoxic; AID 588856; HepG2 CAGA-GFP viability, ATP luminescence, 18 h; 0.76% of 410,000 active; also: potency is read from the fitted curve at half-maximal effect; some results filed as inactive show a strong effect at the top dose
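CellTiter-Glo luminescence gave cytotoxicity after 18 hours at 37 degrees C. The cells were HepG2 CAGA-GFP in 1% FBS DMEM, stimulated with 500 pg/mL TGF-beta after compound addition. %Activity was normalised to no-cell wells (complete cell-killing) and DMSO (no toxicity), and curves were fitted and classified.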
TGFb inhibitor – TGF-b pathway inhibition; AID 588855; HepG2 CAGA-GFP TGF-b/SMAD3 reporter, GFP fluorescence, 18 h; TGF-beta stimulated, 500 pg/mL final; 1.2% of 410,000 active; Potency, µM (series often up to 46.1 µM), inactives show at the highest dose activity, negative = inhibition, actives largely listed as inhibitors; also: potency is read from the fitted curve at half-maximal effect; % is scaled to controls: 0 for no effect and ±100 for the full control effect; nearly all actives have a fitted effect of over 65% in size
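Read-out: total well GFP (ex488/em500-530) summed from mean per-cell fluorescence. Cells: HEPG2 CAGA-GFP, 1% FBS DMEM, 18 h at 37 degrees C with 500 pg/mL final TGF-beta. Unstimulated wells served as the full-inhibition control; stimulated DMSO wells = 0%.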
Nrf2 block – inhibitors of Nrf2 signaling; 2.1% of 360,000 active; Potency, µM (top dose mostly 46 µM), for inactives: at the highest dose activity change, negative = inhibition, actives largely listed as inhibitors; AID 504444; A549 ARE-Fluc reporter, luciferase luminescence, 18-24 h; also: potency is read from the fitted curve at half-maximal effect; % is scaled to controls: 0 for no effect and ±100 for the full control effect; nearly all actives have a fitted effect of over 60% in size
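Quantitative HTS in A549 cells stably bearing an antioxidant response element-firefly luciferase construct. Inhibition of Nrf2-driven transcription was scored by luminescence after 18-24 h of compound exposure at 37 °C.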
Nrf2 activator – activators of Nrf2 (ARE) signaling. AREc32 ARE-luciferase reporter (MCF7-derived line), luminescence, 24 h. Potency, µM (top dose mostly 46.1 µM), for the others: at the highest dose activation, actives largely listed as activators. AID 624171. 0.31% of 410,000 active; also: potency is read from the fitted curve at half-maximal effect; % of control where 0% means no effect; nearly all actives have a fitted effect of over 65% in size
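Reporter line AREc32 (ARE-Fluc), seeded overnight in OPTI-MEM with 5% FBS; compound pin-transferred, 24 hr at 37 deg C, 5% CO2; luminescent read-out.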
IL-2 act – activators of IL-2. activation, % (series mostly up to about 46 µM). AID 652025. 0.065% of 360,000 active. IL-2 activation reporter assay, cell-based qHTS; stimulated with anti-CD3/CD4/CD28 beads; in transgenic mouse T cells; in the data active = activation above about 50%; inconclusive = mostly about 30% to 49%; also: 0% is about no effect
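EGFP and DsRed fluorescence is measured by plate cytometry in unstimulated transgenic mouse T cells exposed to compound for 60 minutes, then stimulated 18 hours at 37 degrees C with anti-CD3/anti-CD4 beads plus anti-CD28.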
A549 viability – counter-screen for Nrf2 inhibitors: cytotoxicity in A549 cells | A549 ARE-Fluc cells, CellTiter-Fluor viability, 18-24 h | Potency, µM (series often up to 46 µM), without a hit: at the top dose activity change, negative = cytotoxicity, hits mostly inhibitors | 0.16% of 390,000 active; also: potency is read from the fitted curve at half-maximal effect; % is scaled to controls: 0 for no effect and ±100 for the full control effect
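A549 ARE_Fluc cells in 5% FBS OPTI-MEM were exposed to compounds in concentration-response for 18-24 h at 37 deg C. Viability was read by CellTiter-Fluor fluorescence (Ex 405/Em 525) after 30 min, before the luciferase read.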
ATXN viability – reduces viability in counter-screen for ATXN expression inhibitors | S2 cells (HEK-293 line with an ATXN2-luciferase reporter) viability, CellTiter-Fluor protease fluorescence, 24 h | Potency, µM (top dose mostly 56.7 µM), hits mostly cytotoxic | 0.49% of 400,000 active | AID 651635; also: potency is read from the fitted curve at half-maximal effect; nearly all actives have a fitted effect of over 40% in size
ATXN2 expr inh – inhibitors of ATXN2 expression; HEK-293 ATXN2-luciferase reporter, luminescence, 24 h; Potency, µM (series often up to 57 µM), without a hit: at the top dose activity change, negative = inhibition, actives largely listed as inhibitors; 0.72% of 360,000 active; AID 1745845; also: potency is read from the fitted curve at half-maximal effect; % is scaled to controls: 0 for no effect and ±100 for the full control effect; nearly all actives have a fitted effect of over 55% in size
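qHTS (up to 57 uM final) was run with 24 h compound exposure of reporter cells at 37 °C. Each well was multiplexed: SteadyGlo luminescence measured ATXN2-luciferase expression after a fluorogenic Gly-Phe-AFC viability readout (25 uM final).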
* hit, by the source's call; i = inactive; ? = inconclusive; · = no result given. Unless noted, calls follow the shape of the dose curve; as a rule, active = well fitted curve in the direction sought with a large enough effect; inconclusive = small, poorly fitted or top-dose-only effect, or another doubt; inactive = no such curve, though single readings can be large; an effect the other way counts as inactive or inconclusive.

Every second line gives: EPAC2 agonist	HepG2 tox	TGFb inhibitor	Nrf2 block	Nrf2 activator	IL-2 act	A549 viability	ATXN viability	ATXN2 expr inh
CC(=O)CC(=O)Nc1ccc(Nc2ccccc2)cc1
→ 0%	8%	-2%	7%	2.4%	-0.1	1%	i	15%
CC1Cc2ccccc2N1C(=O)CSc1nc2c(c(=O)n(C)c(=O)n2C)n1Cc1ccc(F)cc1 (stereo not drawn)
→ 8%	-3%	-24%	18%	-0.2%	-2.2	3%	i	-3%
CCC(Oc1ccc(C)cc1)C(=O)Nc1ccc2c(c1)n(C)c(=O)n2C (stereo not drawn)
→ -2%	0%	-11%	-15%	3.9%	2.4	0%	i	6%
Cc1ccc(C2CC(=O)C=C(NCC(C)C)C2)cc1 (stereo not drawn)
→ 8%	-8%	3%	-7%	-0.3%	0.4	4%	i	-2%
CC(=O)c1cccc(S(=O)(=O)Nc2cccnc2)c1
→ 11%	-8%	9%	-3%	1.2%	-1.4	8%	i	2%
CCOC(=O)Cc1csc(NS(=O)(=O)Cc2ccccc2)n1
→ -5%	-1%	43%	-13%	-0.3%	-1.7	-8%	?	3%
CC(=O)c1oc2ccccc2c1NC(=O)CCCN1C(=O)c2ccccc2C1=O
→ -5%	-2%	9%	1%	0.8%	-0.4	-5%	i	-1%
COc1cc(Cl)c(C)cc1NC(=O)CCc1nc2cccnc2n1Cc1cccs1
→ ·	-15%	?	?	6.4%	·	-9%	i	?
Cc1cc(C)n2c(Nc3ccc4c(c3)OCCO4)c(CCc3ccccc3)nc2n1
→ 15%	·	·	·	9.0%	0.1	·	?	-12%
CCOC(=O)c1sc2nc(C)nc(SCC(=O)N(CC)C3CCS(=O)(=O)C3)c2c1C (stereo not drawn)
→ -12%	5%	1%	?	-0.6%	0.1	0%	i	-32%
CNC(=S)NNC(=O)c1cccc(C(F)(F)F)c1
→ 7%	2%	-9%	0%	-0.9%	0.9	0%	i	-13%
O=C1C2C3C=CC(C3)C2C(=O)N1CCC(=O)N1CCc2ccccc21 (stereo not drawn)
→ 6%	-30%	0%	20%	-0.9%	5.3	5%	i	25%
CCOCCCN1C(=O)CN(C2CCC(C)CC2)C(=O)C1c1ccc(C)cc1 (stereo not drawn)
→ -9%	13%	-10%	-19%	-0.3%	-3.3	0%	i	-18%
COc1ccc(OC)c(-n2nnnc2SCC(=O)Nc2ccc3c(c2)OCCO3)c1
→ 15%	-21%	3%	-15%	0.3%	-0.2	-12%	i	-31%
Cc1cccc(C(=O)OCC(=O)NCCCc2ccccc2)c1O
→ -3%	1%	1%	-24%	-0.1%	-0.1	2%	i	-14%
CN1C(=O)CCC1(O)c1ccccc1 (stereo not drawn)
→ 14%	-10%	19%	?	0.7%	-3.7	2%	i	-7%
CC(C)c1cc(NC(=O)C(C)(C)C)cc(C(C)C)c1O
→ 8%	-2%	-1%	-9%	0.1%	-1.0	11%	i	-6%
COCCCn1c(C)cc(C(=O)COC(=O)C23CC4CC(CC(O)(C4)C2)C3)c1C
→ -2%	-7%	21%	?	-0.4%	-1.9	2%	?	2%
CCCCn1c2c(cc(C(=O)OC)c1=O)C(=O)CCC2
→ 1%	4%	31%	-4%	-1.1%	0.2	-3%	i	3%
CCCCn1c(N)c(N(CCC(C)C)C(=O)c2ccc([N+](=O)[O-])s2)c(=O)[nH]c1=O
→ -3%	-40%	?	?	2.8%	0.9	-14%	i	-8%
O=C(NC12CC3CC(CC(C3)C1)C2)N1CCN(c2nc(-c3ccccc3)cs2)CC1
→ -5%	3%	-23%	?	-0.6%	3.5	-18%	?	?
COc1cccc(CNC(=O)C(CCSC)NS(=O)(=O)c2ccc3c(c2)oc(=O)n3C)c1 (stereo not drawn)
→ 8%	2%	4%	·	0.3%	3.3	3%	i	-18%
Cc1nn(C)cc1/C=N/NC(=O)C1(O)c2ccccc2-c2ccccc21
→ -3%	-5%	9%	2%	0.6%	-0.6	-6%	i	-1%
COc1ccccc1NC(=O)COC(=O)Cc1cccs1
→ -4%	0%	-9%	22%	0.8%	-0.5	-8%	i	-30%
CN1C(=O)C2(c3ccccc31)c1c(oc3ccccc3c1=O)C(=O)N2CCCO (stereo not drawn)
→ 10%	23%	-4%	8%	-0.7%	1.2	0%	i	-15%
CCc1cccc(NC(=O)CCc2c(C)nn(-c3ccc(N4CCOCC4)nn3)c2C)c1
→ 10%	-11%	7%	6%	-0.1%	-3.1	-9%	i	5%
COc1ccc(-c2[nH]c(-c3ccc(F)cc3)nc2SCC(=O)Nc2ccc(OC)c(OC)c2)cc1
→ ·	-10%	?	-17%	-0.2%	·	?	?	-37%
CCOC(=O)c1cn(CC(=O)Nc2ccc(CC)cc2)nn1
→ 4%	-25%	-30%	13%	-0.7%	-0.3	4%	i	-4%
CC(C)(C)OC(=O)N1CCC(C(=O)N2CCOCC2)CC1
→ -2%	6%	?	?	-0.3%	-0.4	6%	i	2%
CN(CC(=O)N1CCN(Cc2ccccc2)CC1)C(=O)Cc1ccc(Cl)c(Cl)c1
→ -2%	-10%	-3%	?	6.1%	-0.9	-9%	i	-28%
CC(C)(C)c1cc(C(C)(C)C)n(-c2ccccc2)n1
→ -12%	6%	-9%	10%	-0.5%	-0.7	-2%	i	-5%
O=C(NCc1ccc(F)cc1)Nc1ccc(Cl)cc1
→ 6%	-15%	-7%	4%	2.6%	1.7	-1%	i	4%
COc1cc(/C=C(\C#N)C(=O)NCc2ccccc2)ccc1OCc1ccc(C(=O)O)cc1
→ 26%	-33%	6%	-1%	0.3%	-1.3	-2%	i	1%
CC(C)Oc1ccc(CNC(=O)CN2C(=O)c3cccnc3Oc3ccc(Cl)cc32)cc1
→ ·	-8%	-24%	-15%	-0.2%	·	5%	·	·
O=C(Nc1sc2c(c1C(=O)O)CCCCC2)c1ccco1
→ 3%	-36%	?	?	12%	-2.8	-8%	i	-3%
COc1ccccc1[C@H]1C(c2ccccc2)=NN(c2ccccc2)[C@@H]1CO
→ 0%	-100%	?	-16%	4.8%	-0.1	1%	·	-16%
COc1ccc(CNC(=O)CSc2nnc(C)n2-c2ccc(F)cc2)cc1
→ 5%	7%	12%	-3%	0.1%	2.3	-5%	i	-29%
COc1cc(/C=N/NC(N)=S)ccc1OC(=O)c1ccc(C)cc1
→ -10%	-16%	-4%	-7%	5.2%	-2.3	-1%	i	-9%
CCOC(=O)C1=C(C)C(c2ccc(OC)cc2OC)NC(=O)N1 (stereo not drawn)
→ 0%	-16%	-27%	-3%	-0.3%	-0.1	1%	?	-3%
O=C(CSc1ccc(C(F)(F)F)cc1[N+](=O)[O-])Nc1ccc2ccccc2c1
→ -2%	1%	-1%	?	0.7%	0.6	-13%	?	?
Clc1ccc(-c2nc3c4ccccc4ccn3c2CC2CCCCC2)cc1
→ 11%	·	·	·	26%	-0.3	·	i	30%
COC(=O)c1ccccc1SCc1csc(C)n1
→ 16%	-1%	0%	5%	4.6%	0.6	2%	i	-10%
CC12CCC(C(=O)N3CCCCC3)(CC1=O)C2(C)C (stereo not drawn)
→ 3%	-16%	24%	-10%	0.1%	3.5	-6%	?	4%
Cc1cc(C)nc(/N=C(\N)Nc2ccc(OCCC(C)C)cc2)n1
→ 7%	44%	?	?	3.0%	-0.9	-2%	i	-39%
O=C(Cn1cc(S(=O)(=O)Cc2cccc(Cl)c2)c2ccccc21)NCc1ccccc1Cl
→ ·	-45%	?	-28%	2.9%	·	2%	·	·
CCOC(=O)[C@]12CCC=C1N(Cc1ccc3c(c1)OCO3)C(=O)[C@H](CC(=O)NCCc1ccccc1OC)C2
→ 14%	·	·	·	0.6%	-0.7	·	?	-3%
O=C(C1CCCN1S(=O)(=O)c1cccc2nsnc12)N1CCCCCC1 (stereo not drawn)
→ 7%	38%	18%	-5%	0.2%	-0.1	0%	?	·
COc1cccc(-c2ccc(SCC(=O)N3CCOCC3)nn2)c1
→ -6%	-23%	7%	10%	0.1%	1.7	-1%	i	2%
O=C(NCc1cccc(F)c1)C1CCN(S(=O)(=O)Cc2ccccc2)CC1
→ 9%	-32%	6%	5%	-0.7%	0.4	5%	i	3%
CCN(C(=O)COC(=O)c1cc([N+](=O)[O-])ccc1N1CCOCC1)c1ccccc1
→ 4%	-2%	-5%	1%	0.7%	0.4	-9%	i	-31%
CC(C)NC(=O)C1CCN(Cc2cccc(Oc3ccccc3)c2)CC1
→ 19%	-17%	-11%	10%	0.3%	-0.2	?	i	-14%

Exported with each value named: entries from further up
> CC(C)NC(=O)C1CCN(Cc2cccc(Oc3ccccc3)c2)CC1
  EPAC2 agonist = 19%	HepG2 tox = -17%	TGFb inhibitor = -11%	Nrf2 block = 10%	Nrf2 activator = 0.3%	IL-2 act = -0.2	A549 viability = ?	ATXN viability = i	ATXN2 expr inh = -14%

> CCOC(=O)[C@]12CCC=C1N(Cc1ccc3c(c1)OCO3)C(=O)[C@H](CC(=O)NCCc1ccccc1OC)C2
  EPAC2 agonist = 14%	HepG2 tox = ·	TGFb inhibitor = ·	Nrf2 block = ·	Nrf2 activator = 0.6%	IL-2 act = -0.7	A549 viability = ·	ATXN viability = ?	ATXN2 expr inh = -3%

The order is random; about 4.3% have a hit in one of these screens.
